CHRM5 agonist: CHRM5 agonism in calcium assay. P08912. CHO-K1 hM5 cells, Fluo-8 calcium fluorescence; 0% DMSO wells, 100% maximal acetylcholine response. activation, % at 3 µM. actives 0.19% (n = 360,000);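 active = activation above the run's mean over test compounds plus 3 SD, cut at about 23% in these data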;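 note: signal is peak over basal fluorescence ratio across the kinetic read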
Target sequence (P08912 whole entry, looked up): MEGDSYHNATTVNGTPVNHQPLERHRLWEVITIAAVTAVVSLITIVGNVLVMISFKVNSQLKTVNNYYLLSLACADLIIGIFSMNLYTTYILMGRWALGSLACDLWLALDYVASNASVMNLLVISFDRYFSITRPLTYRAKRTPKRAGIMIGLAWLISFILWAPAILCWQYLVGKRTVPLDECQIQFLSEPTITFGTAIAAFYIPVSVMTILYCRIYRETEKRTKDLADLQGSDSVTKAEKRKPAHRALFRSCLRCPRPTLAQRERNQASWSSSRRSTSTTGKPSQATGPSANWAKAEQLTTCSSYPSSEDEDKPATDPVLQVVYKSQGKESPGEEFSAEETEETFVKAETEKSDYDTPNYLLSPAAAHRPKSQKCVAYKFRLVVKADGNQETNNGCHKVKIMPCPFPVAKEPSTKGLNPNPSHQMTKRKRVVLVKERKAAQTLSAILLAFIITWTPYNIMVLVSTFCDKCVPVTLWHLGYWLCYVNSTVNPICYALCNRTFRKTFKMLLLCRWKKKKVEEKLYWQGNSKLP
CRFBP-R2 agonist: CRF-BP/CRF-R2 complex agonism. HEK293 CRF-R2/CRF-BP, calcium dye fluorescence (FLIPR); percent of saturating CRF peptide response. actives 0.46% (n = 350,000). activation, % at 13.2 µM. AID 588473;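 active = activation of at least 50%, plus an integration ratio under a set limit after plate pattern correction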;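 note: plate controls were neutral control wells without compound for no effect and CRF at EC100 for full effect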
M4 PAM: positive allosteric modulators of human muscarinic M4 receptor. P08173. activation, % at 3 µM. actives 0.4% (n = 360,000). CHO-K1 hM4/Gqi5, Fluo-8 calcium fluorescence, ACh EC20; 0% = ACh EC20, 100% = maximal ACh;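 active = activation above its plate's cutoff, the mean activation of sample wells plus 3 SD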; note: some results filed as inactive read as strong as hits
Target sequence (P08173 whole entry, looked up): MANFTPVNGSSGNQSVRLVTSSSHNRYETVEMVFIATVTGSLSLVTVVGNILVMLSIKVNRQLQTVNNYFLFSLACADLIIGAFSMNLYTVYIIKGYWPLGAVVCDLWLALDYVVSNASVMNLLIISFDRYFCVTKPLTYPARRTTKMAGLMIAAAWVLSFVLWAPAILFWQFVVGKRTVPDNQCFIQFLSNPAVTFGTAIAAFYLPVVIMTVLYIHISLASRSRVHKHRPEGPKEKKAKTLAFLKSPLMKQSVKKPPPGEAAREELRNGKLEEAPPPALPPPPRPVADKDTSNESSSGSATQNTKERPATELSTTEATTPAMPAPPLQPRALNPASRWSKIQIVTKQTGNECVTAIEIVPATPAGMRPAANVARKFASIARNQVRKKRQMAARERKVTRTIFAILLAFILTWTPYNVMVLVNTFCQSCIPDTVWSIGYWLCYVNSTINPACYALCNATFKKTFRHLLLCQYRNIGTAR
CHRM4 antagonist: blocks acetylcholine activation of human M4 receptor; inhibition, % at 3 µM; P08173; actives 0.73% (n = 360,000); CHO-hM4 cells, ACh EC80, Fluo-8 calcium fluorescence;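 active = inhibition above its plate's cutoff, the mean inhibition of sample wells plus 3 SD, cut at about 27% in these data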;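 note: 0% = acetylcholine EC80 with DMSO and 100% = DMSO without agonist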
CRFR2-BP antag: antagonists of CRF-binding protein/CRF-R2 receptor complex; actives 0.59% (n = 350,000); HEK293 CRF-R2/CRF-BP, CRF-induced calcium fluorescence; inhibition, % at 11.8 µM; AID 588475;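 active = inhibition of the ligand-induced calcium signal above about 50% at the single tested concentration, limit read from the data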
M5 PAM: CHRM5 positive allosteric modulation. P08912. CHO-K1 hM5, Fluo-8 calcium, ACh EC20 PAM; 0% = ACh EC20, 100% = ACh EC100. activation, % at 3 µM. actives 0.3% (n = 360,000);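 active = activation above the run cutoff, the mean activation of all test compounds plus 3 SD, cut at about 18% in these data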
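Measured by: Fluo-8 calcium fluorescence; material: human M5 receptor in CHO-K1 cells; schedule: Post-acetylcholine fluorescence recording 140 s; benchmarks: low control EC20 acetylcholine (0%), high control EC100 acetylcholine (100%); read-out: Max/basal fluorescence ratio as % of EC20–EC100 ACh window; compound: single dose, 3 µM nominal final test concentration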
CHRM5 antagonist: blocks acetylcholine activation of human M5 receptor | P08912 | AID 624040 | actives 0.59% (n = 360,000) | inhibition, % at 3 µM | CHO-hM5 cells, Fluo-8 calcium fluorescence, ACh EC80;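 active = inhibition above a per-plate cutoff, the mean of that plate's test compounds plus 3 SD, cut at about 27% in these data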;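 note: 0% = acetylcholine EC80 with DMSO and 100% = DMSO without agonist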
IDE cell inh: inhibitors of human insulin-degrading enzyme in cells; P14735; HEK cells, FAbetaB cleavage, fluorescence polarization; inhibition, % at 5.59 µM; actives 0.41% (n = 320,000);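 active = percent inhibition above the average of all tested compounds plus 3 SD, set per screening campaign, cut at about 16% in these data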;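 note: IDE supplied by intact live HEK cells; FP after avidin binding of uncleaved biotin substrate so inhibition keeps polarization high; 0% = DMSO wells and 100% = 60 µM reference IDE inhibitor Ii1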
M4 ag: agonists of human muscarinic M4 receptor (CHRM4). activation, % at 3 µM. CHO-K1 hM4/Gqi5, Fluo-8 calcium fluorescence; vehicle 0%, full acetylcholine response 100%. actives 0.14% (n = 360,000);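 active = activation above the run mean over all test wells plus 3 SD, cut at about 32% in these data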;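 note: peak over basal fluorescence ratio per well then scaled between controls; 0% = DMSO wells and 100% = acetylcholine at EC100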
Numbers without * were called inactive; nt = no result given.

SMILES	CHRM5 agonist	CRFBP-R2 agonist	M4 PAM	CHRM4 antagonist	CRFR2-BP antag	M5 PAM	CHRM5 antagonist	IDE cell inh	M4 ag
O=S1(=O)[C@H]2C[C@@H]3CC[C@]2(CN1Cc1cccc(F)c1)O3	-3	0.7	-5	10	3	3	12	4	0
COc1ccc(S(=O)(=O)N2CC(=O)Nc3ccccc32)cc1Cl	-1	2.1	-3	5	2	-4	7	3	2
CC1=C(C(=O)OCC(C)C)C(c2ccc(F)cc2)NC(=O)N1 (stereo unspecified)	-3	0.0	-4	8	-6	2	1	6	-1
Cc1ccc(NNC(=O)C(=O)N2CCCCC2)cc1	-1	0.8	0	-2	5	-1	1	5	0
COc1ccc(OC)c(S(=O)(=O)N2CCCC(C(=O)N3CCCC3)C2)c1 (stereo unspecified)	-4	5.5	12	-9	-19	3	-5	-1	0
Cc1nc(C(F)(F)F)ccc1C(=O)N1CCC1(C)C(=O)NS(C)(=O)=O (stereo unspecified)	0	nt	4	-7	nt	1	5	nt	1
NS(=O)(=O)c1ccc2nc(NC(=O)c3ccncc3)sc2c1	-2	-2.5	1	3	7	-3	-5	0	0
CC(=O)c1ccc(C(=O)N(C)C2CCCN(Cc3ccccc3F)C2)s1 (stereo unspecified)	-6	-14	2	-3	40	0	-3	-1	1
CCc1c(O)nc(SCC(=O)NC(C)(C)C)n(-c2ccccc2)c1=O	-2	-0.9	-4	10	4	1	4	4	0
O=C(CSc1nnnn1C1CCCC1)Nc1cccc(NC(=O)c2ccco2)c1	10	-0.3	-11	5	-21	-9	2	6	11
CCC1(c2ccccc2)CN(C)C1=O (stereo unspecified)	1	5.6	-1	-4	16	-3	3	nt	0
COc1cc(/C=C/C(=O)N2c3ccccc3Sc3ccc(C(F)(F)F)cc32)cc(OC)c1OC	-2	-0.2	-4	-3	28	-3	6	9	-1
Cc1cc2c(cc1S(=O)(=O)N1CCCCC1)OCC(=O)N2	2	1.9	1	6	-11	-4	5	2	0
CCN(CC)C(=O)Cn1c(=O)n(CC(=O)N2CCCCC2)c(=O)c2sccc21	-1	1.5	1	-4	-16	6	-5	0	1
COC(=O)CSc1nc(C)c(C)c(C)c1C(N)=O	-2	-0.8	-6	5	24	7	-15	-2	1
O=C(CSC1CC(=O)N(c2ccc(C(=O)O)cc2)C1=O)Nc1ccc2ccccc2c1 (stereo unspecified)	-3	3.5	7	-17	9	12	0	4	2
c1ccc(C2CC(c3cccs3)n3nnnc3N2)cc1 (stereo unspecified)	-3	1.5	5	11	5	-3	-3	3	2
CN=C(C)c1c(O)c2ccccc2oc1=O	-1	-2.1	9	6	12	6	-6	2	0
COC(=O)c1[nH]c2ccccc2c1NS(=O)(=O)c1ccc(OC)cc1OC	-3	0.0	20	-7	-15	0	0	0	1
O=C(Cn1[nH]c(=O)c2ccccc2c1=O)Nc1ccc(-c2nnc3n2CCCCC3)cc1	-3	2.9	21	6	-11	11	0	6	0
COc1ccc(C2c3ccc(O)cc3Oc3ncn4nc(-c5cccnc5)nc4c32)cc1OC (stereo unspecified)	-2	1.6	-6	1	-26	1	4	3	6
CC(Oc1ccccc1)C(=O)N=C1SC2CS(=O)(=O)CC2N1c1cccc(F)c1 (stereo unspecified)	0	-0.2	1	-7	0	-2	2	-5	2
COCCNC(=O)COc1ccc(Oc2ccccc2)cc1	-5	-1.2	1	3	32	0	3	2	1
Nc1ccc(N2N=C(N3CCCC3)CC2=O)cc1	0	0.5	3	-4	3	-2	7	nt	0
CCN1CCN(C(=O)Cn2ncc3c([nH]c4ccc(C)cc43)c2=O)CC1	-1	-0.3	-5	4	0	0	6	-1	0
Next structures:
SMILES	CHRM5 agonist	CRFBP-R2 agonist	M4 PAM	CHRM4 antagonist	CRFR2-BP antag	M5 PAM	CHRM5 antagonist	IDE cell inh	M4 ag
Cc1cc(C)c(C2=CSC3=NS(=O)(=O)CCN23)c(C)c1	3	-0.8	1	-3	13	4	6	0	2
Cc1cc(C)c2c(c1)cc(C)c1nnc(SCC(=O)N3CCCc4ccccc43)n12	-1	1.5	-1	-11	3	-5	8	8	0
COCCn1c(=O)[nH]c2cc(C(=O)NCCc3ccc(S(N)(=O)=O)cc3)ccc2c1=O	3	-0.5	-2	3	-1	13	-25	2	2
COc1ccc(CNC(=O)c2cnc3cc(C)ccn3c2=O)cc1	1	-2.5	0	-8	10	-2	-4	-2	1
CC(=O)Oc1cc2c(C(=O)NCCN3CCOCC3)c(C)oc2c2ccccc12	1	-1.4	4	-5	-3	5	-2	-2	3
COc1ccccc1NC(=O)C(C)OC(=O)C1CCC(C(C)(C)C)CC1 (stereo unspecified)	-2	-0.5	3	-21	4	0	1	1	0
O=C(CSC1=NCCS1)Nc1ccc(F)cc1	4	-0.9	-4	-4	16	-3	8	-2	9
O=C1N(Cc2cccc(Cl)c2)C[C@@H]2C[C@@H](c3cccn3-c3nccs3)N3CCC[C@@]123	-12	-0.2	-32	-8	-4	8	-2	-8	1
O=C(O)COc1ccc(/C=N/NC(=O)c2cn(-c3ccccc3)nc2-c2ccccc2)cc1	-3	0.5	0	-10	-3	2	4	-1	0
CCCCN(C)C(=O)c1cn(-c2cccc(OC)c2)c(=O)c2ccccc12	-6	-2.3	2	4	12	-11	12	1	6
CC(C)(C)OC(=O)C[C@H]1C/C=C\C[C@H](CC(=O)NCCO)C(=O)NC[C@H](c2ccccc2)OC1=O	2	-1.5	4	8	-11	1	6	2	0
COC(=O)c1c(C(=O)OC)c2ccccn2c1C(=O)c1ccc([N+](=O)[O-])cc1	-2	-1.4	7	9	4	9	6	-3	7
O=C(Nc1cccc(S(=O)(=O)N2CCCCC2)c1)c1ccco1	2	-1.1	8	-15	-1	-6	5	-3	5
O=C(Nc1ccc(F)cc1F)c1cccc(C(=O)Nc2ccc(F)cc2F)n1	-1	0.3	-2	-1	7	1	-11	-2	0
COCCC(C(=O)Oc1c(C(C)(C)C)cc(C)cc1C(C)(C)C)c1ccccc1 (stereo unspecified)	2	-1.9	4	-13	-1	6	10	6	2
CCCCOc1ccc(/C=C/C(=O)Nc2ccc([N+](=O)[O-])cc2C)cc1	-1	13	1	-3	5	-3	-3	3	0
CCCCc1nnc(NC(=O)CSc2nc(N)cc(=O)[nH]2)s1	-2	1.2	6	2	-11	2	-13	0	0
OCCC1CN(Cc2ccc3nsnc3c2)CCN1C1CCCCC1 (stereo unspecified)	-11	0.1	-18	27*	-4	-4	2	-1	1
CSc1cccc(NC(=O)CN(c2cc(C)ccc2C)S(C)(=O)=O)c1	-2	0.3	1	-4	-10	-6	4	-3	11
O=c1c2c(-c3ccccc3)csc2nc2c3ccccc3c(NCCN3CCOCC3)nn12	-12	1.1	-23	1	-16	-4	1	nt	6
CC(C)C(NC(=O)CN1C(=O)c2ccccc2C1=O)c1ccccc1 (stereo unspecified)	-2	0.7	2	0	-11	2	0	nt	1
COc1cc(C(=O)N2CCC(NC(=O)C(Cc3ccccc3C)NC(C)=O)CC2)cc(OC)c1OC (stereo unspecified)	0	1.6	2	2	-11	-1	-4	8	1
CCc1ccc(C(O)c2ncc(-c3cccc(OC)c3)[nH]2)cc1 (stereo unspecified)	3	nt	-8	4	nt	0	-7	nt	6
O=C(Cc1cccc(C(F)(F)F)c1)Nc1cc(S(=O)(=O)N2CCOCC2)ccc1N1CCCC1	-1	-1.2	6	-9	8	1	-3	-1	1
COc1ccc2cc3cc(C(=O)NCCN4CCc5ccccc5C4)oc3nc2c1	0	0.0	2	5	-4	-1	9	-2	6
New compounds follow.
SMILES	CHRM5 agonist	CRFBP-R2 agonist	M4 PAM	CHRM4 antagonist	CRFR2-BP antag	M5 PAM	CHRM5 antagonist	IDE cell inh	M4 ag
Cc1nc(C(=O)N2CCc3c([nH]c4ccccc34)C2c2cc(F)ccc2F)cs1 (stereo unspecified)	-7	-0.9	0	8	-26	-5	-2	5	1
O=C(NCc1cccnc1)c1cc(C2CCCN(C(=O)CCCc3ccccc3)C2)on1 (stereo unspecified)	2	nt	0	-16	nt	-3	3	nt	6
CSc1ccccc1C(=O)N1CCC(CCC(=O)NCc2ccc(F)cc2)CC1	-3	-1.3	-1	1	6	-5	5	0	5
C=C(C)Cc1c(C)c(C#N)c2nc3ccccc3n2c1N1CCCCC1	-3	0.0	11	-4	-33	0	-2	2	0
CCC(=O)c1ccccc1OCCN1CCN(Cc2ccccc2)CC1	-19	-8.9	-20	9	-8	-5	8	8	2
O=C(CSc1ccc(Cl)cc1)N1CCN(c2ccc(Cl)cc2[N+](=O)[O-])CC1	1	0.6	-10	8	-18	-14	10	-3	8
CC(=O)N1CC2(C)CN(C(C)=O)CC(C)(C1)C2O (stereo unspecified)	-2	2.4	-3	4	23	5	-1	12	1
C=C1CC2C3CC[C@@]4(OCOC45COCO5)[C@@]3(C)C(O)CC2[C@@]2(C)CCC(=O)C=C12 (stereo partly specified)	19	-1.0	0	4	-100	2	-13	-2	6
COc1ccc(NC(=O)COC(=O)c2ccc(S(=O)(=O)N3CCCCCC3)cc2)c(OC)c1	1	0.1	-2	-1	-11	-2	6	nt	1
O=C(c1cc2cc(C(F)(F)F)ccc2s1)N1CCOCC1	3	1.0	-5	0	-1	7	-9	5	0
CCC(=O)Nc1ccc(NC(=O)CSc2nnnn2C(C)C)cc1	-2	-0.9	6	3	5	5	3	4	1
O=C(Nc1cccc(NC(=O)c2cccs2)c1)c1ccc2c(c1)OCO2	3	-3.8	0	-18	9	-2	8	0	9
CC(=O)Nc1ccc(NC(=O)CC2Nc3cccc4cccc(c34)NC2=O)cc1 (stereo unspecified)	-2	-1.7	5	4	-30	-5	6	0	0
O=C(Cc1ccc(Cl)cc1)Nc1ccc(C(=O)N2CCCCC2)cc1	10	-0.3	-2	-3	2	-7	1	9	7
COc1ccc(C=CC(O)CCN2CCC3CCC(C3)C2)cc1 (stereo unspecified)	-12	2.3	-9	25	10	-19	5	nt	1
CCCc1nc2ccccc2c(NC(=O)CN(CC)CC)c1CC	0	2.1	3	0	-11	-3	0	2	1
Cc1ccnc(N2CCC(C(=O)Nc3ccc4c(c3)CCC4)CC2)n1	0	-3.4	14	7	-9	5	-3	6	0
C=CCNC(=O)C1CCN(c2c([N+](=O)[O-])cc(C(F)(F)F)cc2[N+](=O)[O-])CC1	-3	1.6	21	7	2	1	22	-1	0
CCOC(=O)COc1c(/C=N\OC)cc(Cl)cc1OC	-3	3.0	-3	-1	-5	1	-4	2	-1
CN1CCc2c(sc(/N=C/c3cc(C(C)(C)C)ccc3O)c2C#N)C1	0	2.5	1	2	-36	3	10	-3	1
O=C(COC(=O)/C=C/c1cccc(F)c1)NC1CC1	3	1.7	5	-3	-1	-3	-3	0	0
Cc1ccc(C(=O)NNC2=NCCC2)cc1	0	-1.1	-6	1	0	-2	3	1	1

CHRM4 antagonist: entries above that show a hit
SMILES	CHRM5 agonist	CRFBP-R2 agonist	M4 PAM	CHRM4 antagonist	CRFR2-BP antag	M5 PAM	CHRM5 antagonist	IDE cell inh	M4 ag
OCCC1CN(Cc2ccc3nsnc3c2)CCN1C1CCCCC1 (stereo unspecified)	-11	0.1	-18	27*	-4	-4	2	-1	1

Screens from PubChem BioAssay.
